NPSR antag = antagonists of human neuropeptide S receptor cAMP signaling | Q6W5P4 | CHO-NPSR cells, cAMP TR-FRET, antagonist mode | Potency, µM (doses to about 38.3 µM), for inactives: at the highest dose activity change, negative = inhibition, actives largely listed as inhibitors | hit rate 1% among 220,000 | AID 1461; also: potency is read from the fitted curve at half-maximal effect; % is scaled to controls: 0 for no effect and ±100 for the full control effect; nearly all actives have a fitted effect of over 50% in size; many of its hits are not listed in these tables
Target sequence (Q6W5P4 whole entry, looked up): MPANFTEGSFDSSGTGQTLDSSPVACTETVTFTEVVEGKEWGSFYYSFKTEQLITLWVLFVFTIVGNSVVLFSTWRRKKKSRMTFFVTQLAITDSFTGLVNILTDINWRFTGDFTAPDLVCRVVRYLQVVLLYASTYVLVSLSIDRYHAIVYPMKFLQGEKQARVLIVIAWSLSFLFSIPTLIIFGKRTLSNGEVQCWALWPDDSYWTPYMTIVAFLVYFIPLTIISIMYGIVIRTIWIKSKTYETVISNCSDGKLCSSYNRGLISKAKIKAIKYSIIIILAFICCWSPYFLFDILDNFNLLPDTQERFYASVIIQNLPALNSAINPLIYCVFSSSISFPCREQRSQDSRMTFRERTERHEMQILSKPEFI
Lamin A splicing = changes lamin A minigene splicing in HeLa cells | HeLa LMNA splicing GFP/RFP minigene ratio, 48 h | Potency, µM (titrated, usually from 46.1 µM), for inactives: at the top dose ratio change, negative = inhibition, usual class: inhibitors | hit rate 0.01% among 200,000; active = well fitted inhibition curve with a large enough effect in the signal ratio, with a control signal flat, not every such curve was filed as active; inconclusive = small, poorly fitted or top-dose-only effect, or effect the other way, or a change in a side signal; the % refers to the signal ratio; also: potency is read from the fitted curve at half-maximal effect; % is scaled to controls: 0 for no effect and ±100 for the full control effect
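S3 HeLa cells stably expressing lamin A-EGFP splicing minigene plus DsRed2, 600 cells/well, 48 h compound exposure at 37C. Laser-scanning cytometry; analysed as GFP (500-530 nm)/RFP (575-640 nm) total intensity ratio; 0.5% DMSO vehicle.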
Epigenetic derep = epigenetic control regulation, reporter derepression; Potency, µM (doses to about 53.9 µM), for inactives: top-dose GFP activation, usual class: activators; AID 1865; hit rate 0.2% among 280,000; murine LDR cells, GFP reporter derepression, 30 h; also: potency is read from the fitted curve at half-maximal effect; % of control where 0% means no effect; nearly all actives have a fitted effect of over 60% in size
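Readout is the number of GFP-expressing murine LDR cells, counted by cytometry following washing. Cells were treated with compound for 30 h at 37 C; the stably integrated CMV-GFP locus is normally silent.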
CBFb-RUNX1 inh = blocks binding between human CBF-beta and RUNX1; 230,000 tested, under 10 active; Q01196+Q13951; AID 1477; Potency, µM (top dose mostly 59.8 µM), for the others: at the top dose activity, negative = inhibition, actives largely listed as inhibitors; AlphaScreen CBFb-His/RUNX1-biotin binding, biochemical; also: % of control where 0% means no effect
Target sequence (Q01196 whole entry, looked up): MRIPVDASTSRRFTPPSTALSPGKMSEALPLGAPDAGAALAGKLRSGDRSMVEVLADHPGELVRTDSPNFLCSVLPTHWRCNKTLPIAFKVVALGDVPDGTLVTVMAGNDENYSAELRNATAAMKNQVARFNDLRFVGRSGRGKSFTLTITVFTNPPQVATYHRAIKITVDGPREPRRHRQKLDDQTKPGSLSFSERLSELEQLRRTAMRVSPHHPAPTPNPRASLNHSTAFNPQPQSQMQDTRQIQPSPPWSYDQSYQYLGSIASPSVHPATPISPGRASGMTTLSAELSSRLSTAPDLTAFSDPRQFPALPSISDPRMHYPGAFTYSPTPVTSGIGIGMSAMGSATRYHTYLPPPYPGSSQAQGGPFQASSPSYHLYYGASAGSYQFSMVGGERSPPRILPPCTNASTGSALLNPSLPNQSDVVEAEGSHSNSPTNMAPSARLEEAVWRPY
Target sequence (Q13951 whole entry, looked up): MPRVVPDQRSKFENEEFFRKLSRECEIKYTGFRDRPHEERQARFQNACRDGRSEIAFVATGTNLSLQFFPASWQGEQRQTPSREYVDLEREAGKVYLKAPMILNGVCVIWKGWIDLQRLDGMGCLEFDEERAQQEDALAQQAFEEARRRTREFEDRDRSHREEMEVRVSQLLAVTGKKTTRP
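Interaction loss through any mechanism counts as activity. Pre-formed complex of His-CBF-beta and biotin-RUNX1 (30 nM apiece) is incubated with compound 15 min, then with 50 ng nickel and 50 ng streptavidin beads for 90 min before AlphaScreen detection.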
HTT aggregate = inhibitors of mutant huntingtin aggregate formation in PC12 cells; PC12 HttQ103-GFP aggregates, Acumen cytometry, 40 h; Potency, µM (top dose mostly 46.1 µM), inactives show at the top dose activity change, negative = inhibition, hits mostly inhibitors; hit rate 1.1% among 220,000; also: potency is read from the fitted curve at half-maximal effect; % is scaled to controls: 0 for no effect and ±100 for the full control effect; nearly all actives have a fitted effect of over 60% in size
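Multiplexed with ATP-based cell death, this channel scores GFP aggregates in PC12 cells expressing inducible HTTex1-Q103-GFP. Induction used 100 nM tebufenozide; compounds were tested in concentration series.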
IMPase Li cell = membrane-permeable IMPase blocker, potentiated with lithium | CHO-M1 cells, IP1 TR-FRET (IP-One), carbachol + lithium | Potency, µM (doses to about 59.4 µM), inactives show at the highest dose activity, negative = IMPase inhibition, usual class: inhibitors | hit rate 0.35% among 210,000 | AID 1457;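 also: IP1 builds up when IMPase is blocked and the TR-FRET signal falls; potency is read from the fitted curve at half-maximal effect; plate controls were basal vehicle for no effect and high inhibitor control for full effect; nearly all actives have a fitted effect of over 50% in size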
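Readout is a homogeneous TR-FRET IP1 immunoassay (Ex 320, Em 665 and 620), where raised cytosolic IP1 lowers signal. Cells were CHO-M1 treated 30 min at 37C with test compounds plus a little lithium; AC50 values came from Hill-equation fitting.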
KinaseGlo FLuc = blocks Kinase-Glo luciferase, a counter-screen artifact. AID 1379. Kinase-Glo luciferase, ATP luminescence, 8 min. Q27757. hit rate 0.28% among 200,000. Potency, µM (titrated, usually from 38.3 µM), for inactives: top-dose activity change, negative = inhibition, hits mostly inhibitors; also: potency is read from the fitted curve at half-maximal effect; % is scaled to controls: 0 for no effect and ±100 for the full control effect; nearly all actives have a fitted effect of over 60% in size
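Kinase-Glo luciferase light output from ATP and luciferin was measured with 10 uM ATP, within the enzyme's linear range. Buffer: 50 mM imidazole pH 7.2, 50 mM KCl, 7 mM MgCl2, 0.01% Tween 20, 0.05% BSA; luminescence read after 8 min at ambient temperature.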
Active calls of the source: *; u = inconclusive; x = not tested or not shown; & = joins results of further samples; [ ] = dose if it differs, or a comment. Unless noted, calls follow the shape of the dose curve; as a rule, active = well fitted curve in the direction sought with a large enough effect; inconclusive = small, poorly fitted or top-dose-only effect, or another doubt; inactive = no such curve, though single readings can be large; an effect the other way counts as inactive or inconclusive. The list is partial, so the mix of outcomes need not match the whole.

SMILES	NPSR antag	Lamin A splicing	Epigenetic derep	CBFb-RUNX1 inh	HTT aggregate	IMPase Li cell	KinaseGlo FLuc
CCOC(=O)C(Sc1ncc(C#N)c(N)n1)C(C)C (configuration not stated)	-14%[46.1 µM]	3%	1.7%	0%	-1%	14%[38.3 µM]	-5%
CS(=O)(=O)Nc1cccc(C2=NN(S(C)(=O)=O)C(c3ccccc3)C2)c1 (configuration not stated)	-11%	u	-0.1%	-13%	-8%	-6%	-1%
O=C1CC(c2ccccc2)Sc2ccccc2N1 (configuration not stated)	1%[46.1 µM]	3%	1.9%	8%	-8%	0%[38.3 µM]	-4%
Cc1ccc(NC(=S)N(Cc2ccc(Cl)cc2)Cc2ccc(C(=O)O)cc2)cc1Cl	-42%	3%[46 µM]	4.4%	-1%	3%	10%	3%
O=C1c2ccccc2NC(c2ccccc2)N1/N=C/c1ccccc1 (configuration not stated)	u	0%	3.0%	8%	10%	5%[38.3 µM]	-3%
COCCNC(=S)NCCCNc1nc2cc3c(cc2cc1C#N)OCO3	18%[46.1 µM]	-12%	-8.3%	-3%	u	-14%	-2%
COc1cc(CC(=O)OCn2nnc3ccccc3c2=O)cc(OC)c1OC	14%	-4%[9.22 µM]	0.0%	-14%	1%	-2%	1%
Cc1cc(C)n(-c2nc3c(c(=O)[nH]c(=O)n3C)n2CCc2ccccc2)n1	-2%[46.1 µM]	-17%	1.0%	7%	-27%	17%[38.3 µM]	-5%
CCOC(=O)N1CCN(Cc2nc3c(c(=O)n(C)c(=O)n3C)n2CCCc2ccccc2)CC1	-7%[46.1 µM]	4%	-2.1%	-1%	2%	26%[38.3 µM]	7%
O=C(NCc1cccnc1)c1cc(Cl)ccc1[N+](=O)[O-]	6%	1%	-1.0%	0%	-2%	-3%	0%
CC1CCCC(C)N1C(=O)COc1ccc(F)cc1 (configuration not stated)	5%	x	1.0%	15%	10%[9.22 µM]	12%	-6%
Brc1ccc(-c2c[n+]3c(n2-c2ccccc2)SCC3)cc1	-6%	x	0.0%	3%	-9%[9.22 µM]	x	x
Nc1nnc(/C=C/c2ccccc2Cl)s1	4%	x	2.8%	-2%	-1%[9.22 µM]	x	x
CN(C)S(=O)(=O)c1cccc(NC(=O)CCNC(=O)c2ccccc2Cl)c1	-4%[46.1 µM]	-9%	1.3%	2%	-8%	-7%	3%
Nc1cccc(-c2ccc(CO)o2)c1	-17%	u	0.0%	2%	8%[9.22 µM]	7%	-1%
O=C(O)C1CC(=O)N(c2ccc(Br)cc2)C1 (configuration not stated)	7%[46.1 µM]	9%	-1.1%	18%	-1%	15%[38.3 µM]	0%
CCOC(=O)N1CCC(Nc2c(Nc3ccc(F)cc3)c(=O)c2=O)CC1	-13%[46.1 µM]	-7%	-1.0%	2%	-25%	20%[38.3 µM]	-2%
C/C(NC(=O)c1ccccc1)=C1/C(=O)CC2C1C2(C)C (configuration not stated)	-10%[46.1 µM]	u	2.2%	-8%	5%	-14%[38.3 µM]	-9%
CCOc1ccccc1N/C=C/C(=O)C(C)(C)C	-17%[46.1 µM]	-1%	0.0%	0%	13%	-7%[38.3 µM]	-1%
CCOC(=O)C(=O)Nc1nnc(SCc2ccc(F)cc2)s1	-1%	10%	1.0%	u	-28%	5%	1%
CCc1nccn1CCC(=O)N1CCc2c([nH]c3ccccc23)C1CC(C)C (configuration not stated)	-3%	x	0.0%	-1%	2%[9.22 µM]	x	x
N#Cc1cccnc1N1CCN(C(=O)c2ccco2)CC1	3%	x	0.0%	1%	-8%[9.22 µM]	x	x
Cc1ccc(C2Nc3ccccc3C(=O)N2Cc2ccco2)cc1 (configuration not stated)	u	6%	2.8%	3%	5%	5%[38.3 µM]	-4%
CCOc1ccccc1OCCn1ncc2ccc(OC)c(OC)c2c1=O	-7%[46.1 µM]	6%	-0.9%	-1%	u	-14%[38.3 µM]	-1%
C/C(=C/c1ccccc1)C(=O)N1CC(C)OC(C)C1 (configuration not stated)	19%	x	-0.4%	-2%	7%	2%	0%
O=[N+]([O-])c1cccc(Cl)c1NCCNS(=O)(=O)c1ccccc1	2%[46.1 µM]	-3%	0.2%	-20%	17%	0%[38.3 µM]	5%
Cc1c(C(=O)N2CCN(c3ccccn3)CC2)cccc1[N+](=O)[O-]	17%	x	3.7%	-3%	7%	1%	-3%
CCc1c(C)nc2c(OC)cccc2c1Cl	1%	-5%[46 µM]	8.1%	2%	-1%[9.22 µM]	-4%	-2%
COc1ccc2cc(-c3cc(C(=O)O)c4ccccc4n3)ccc2c1	u	u	0.8%	-1%	26%	10µM*	7.9µM*
CCOC(=O)c1cnn(-c2ccc(NS(=O)(=O)c3ccc(Cl)cc3)cc2)c1C(F)(F)F	51%	x	0.1%	6%	-23%[9.22 µM]	x	x

2 entries picked at random from the list so far:
SMILES	NPSR antag	Lamin A splicing	Epigenetic derep	CBFb-RUNX1 inh	HTT aggregate	IMPase Li cell	KinaseGlo FLuc
CCc1c(C)nc2c(OC)cccc2c1Cl	1%	-5%[46 µM]	8.1%	2%	-1%[9.22 µM]	-4%	-2%
Brc1ccc(-c2c[n+]3c(n2-c2ccccc2)SCC3)cc1	-6%	x	0.0%	3%	-9%[9.22 µM]	x	x

(listing goes on)
SMILES	NPSR antag	Lamin A splicing	Epigenetic derep	CBFb-RUNX1 inh	HTT aggregate	IMPase Li cell	KinaseGlo FLuc
COC(=O)c1sc(NC(C)=O)c(C(=O)OC)c1C	-2%[46.1 µM]	-4%	-1.0%	7%	-3%	23%[38.3 µM]	-2%
O=C(CSc1nnc(CNc2ccc(Cl)cc2)o1)Nc1nc2c(s1)CCCC2	-10%[46.1 µM]	1%	-0.4%	-15%	8%	0%[38.3 µM]	-2%
COCCNc1c([N+](=O)[O-])c(=O)n(-c2ccccc2)c2ccccc12	18%	-3%	1.5%	-10%	-11%	3%	-2%
O=C(COC(=O)c1nn(-c2ccccc2)c(=O)c2ccccc12)NC1CCS(=O)(=O)C1 (configuration not stated)	20%	6%[9.22 µM]	6.0%	3%	11%	-3%	18%
C=CCSc1nc2c(c(=O)[nH]1)C(C(C)C)C(C#N)=C(N)O2 (configuration not stated)	u	2%	0.8%	1%	u	-1%[38.3 µM]	-2%
CC(C)[n+]1ccn(C2=C([O-])c3ccccc3C(=O)/C2=N\S(=O)(=O)c2ccccc2)c1	0%	x	11%	u	-2%[9.22 µM]	x	x
O=c1cc(N2CCCCCC2)[nH]c(=O)n1-c1ccc(Cl)cc1	-3%	x	-1.2%	2%	-14%[9.22 µM]	-6%	x
CON(C)c1nc(NCC(C)C)nc(OCC#N)n1	4%[46.1 µM]	6%	1.0%	1%	-6%	-7%[38.3 µM]	3%
CC(=O)Nc1ccc(S(=O)(=O)NNC(=O)c2ccc(S(=O)(=O)N3CCCCC3)cc2)cc1	6%	-7%	0.0%	-1%	1%	2%	-3%
O=C(O)c1ccc2cc(-c3ccc(O)c(C45CC6CC(CC(C6)C4)C5)c3)ccc2c1	x	x	1.6%	-6%	x	3%	-1%
O=c1[nH]c(CN2CCN(Cc3ccccc3)CC2)nc2scc(-c3ccccc3)c12	-16%	x	18%	10%	19%[9.22 µM]	x	x
N#C/C(=C\c1cn[nH]c1-c1ccc(Cl)cc1)C(=O)NC1CC1	7%	u	-1.9%	16%	-5%	-2%	-2%
CC1CCN(CCC(=O)Nc2ccccc2)CC1	5%	x	0.2%	5%	15%	6%	3%
COCCNC(=O)c1cc2nc(-c3ccccc3)cc(C)n2n1	20%	x	1.0%	5%	-11%[9.22 µM]	2%	-2%
O=C(Nc1ccccc1)Nc1cccc2cccnc12	-6%[46.1 µM]	-18%	-1.0%	-1%	-6%	39%[38.3 µM]	-7%
Cc1ccc2nc(NC(=O)C3CCN(S(=O)(=O)c4cnc[nH]4)CC3)sc2c1	7%	u	0.0%	-11%	-11%	0%	2%
COc1ccc(-c2nnc(NC(=O)CSc3ccccc3)s2)cc1OC	4%	-10%	1.1%	3%	4%	-8%	0%
CCCCCC(=O)N1CC2(CC(c3cccc(NC(=O)[C@@H]4CCC(=O)N4)c3)=NO2)C[C@@H]1C(N)=O (some centres not stated)	16%	x	1.2%	12%	10%[9.22 µM]	x	x
COC(=O)c1c(CCl)noc1C(=O)NC(C)C	-11%[46.1 µM]	u	-1.0%	2%	-8%	-4%[38.3 µM]	1%
COC(=O)C(C)Oc1ccc2c(-c3cccc([N+](=O)[O-])c3)cc(=O)oc2c1 (configuration not stated)	-26%[46.1 µM]	1%	1.0%	0%	2%	8%[38.3 µM]	-2%
CCN=C1SC(C(=O)Nc2cccc(Br)c2)CC(=O)N1CC (configuration not stated)	0%	-9%	3.2%	1%	-13%	5%	4%
O=C(NCCCN1CCCC1=O)c1ccc(Cl)c(Cl)c1	5%	11%[46 µM]	9.4%	-18%	6%	6%	0%
CCCCC(O)(CCCC)C(=O)NN(C(=O)OC)c1ccc(C)cc1	-4%	x	0.0%	11%	10%[9.22 µM]	x	x
Cc1cc(C)cc(NC(=O)C(Sc2ncnc3ccccc23)c2ccccc2)c1 (configuration not stated)	-15%	-3%	-1.0%	-6%	-5%	3%	-4%
Cc1ccc(S(=O)(=O)N2CCCC2C(=O)Nc2nccs2)cc1 (configuration not stated)	-15%[46.1 µM]	-6%	1.2%	-3%	6%	-6%[38.3 µM]	13%
CCn1ccc(C(=O)Nc2ccccc2Cl)n1	-1%	x	0.9%	19%	14%[9.22 µM]	-2%	-12%
CC1(C)SCC(C(=O)O)NC1=O (configuration not stated)	23%	x	2.7%	0%	u	-5%	1%
CC(=O)c1cccc(NC(=O)C(Sc2ncnc3ccccc23)c2ccccc2)c1 (configuration not stated)	9%	u	1.1%	8%	-11%	-11%	4%
C/C(=N\NC(=O)C1CC1)c1cccs1	12%	-13%	-5.0%	6%	6%	-7%	-12%
CCC(=O)c1ccc(N2CCN(C(=O)c3ccc(Br)cc3)CC2)c(F)c1	-18%[46.1 µM]	0%	-1.1%	-2%	6%	-15%[38.3 µM]	0%
O=c1[nH]c(CN2CCN(S(=O)(=O)c3ccc(Cl)cc3)CC2)nc2cc(Cl)ccc12	-23%	3%	-1.0%	-21%	17%	6%	3%
COc1cc2c(cc1OC)C(c1ccc(N)cc1)=NNC(=O)C2	x	x	1.1%&3.0%	-4%	x	-21%&13%	-2%
CC(C)CCNC(=O)CCCCn1c(=O)[nH]c2ccsc2c1=O	5%	-14%[46 µM]	5.0%	2%	0%	-12%	0%

Bioassay records: PubChem BioAssay, National Center for Advancing Translational Sciences (NCATS)
